SENP7 block: SENP7 protease inhibitors, primary screen, biochemical, luminescence, uHTS. Sentrin-specific protease 7 (Homo sapiens), Q9BQF6. recombinant SENP7, Z-RLRGG-aminoluciferin luminescence, 40 min. inhibition, % at 5 µM. 330,000 tested, 1.5% active. AID 434973, 2010;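 active means inhibition above about 50% at the single test dose, limit read from the data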;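 further: plate controls were DMSO with enzyme for no effect and no enzyme buffer wells for full effect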
Target sequence (Q9BQF6 706-1050 limits assumed): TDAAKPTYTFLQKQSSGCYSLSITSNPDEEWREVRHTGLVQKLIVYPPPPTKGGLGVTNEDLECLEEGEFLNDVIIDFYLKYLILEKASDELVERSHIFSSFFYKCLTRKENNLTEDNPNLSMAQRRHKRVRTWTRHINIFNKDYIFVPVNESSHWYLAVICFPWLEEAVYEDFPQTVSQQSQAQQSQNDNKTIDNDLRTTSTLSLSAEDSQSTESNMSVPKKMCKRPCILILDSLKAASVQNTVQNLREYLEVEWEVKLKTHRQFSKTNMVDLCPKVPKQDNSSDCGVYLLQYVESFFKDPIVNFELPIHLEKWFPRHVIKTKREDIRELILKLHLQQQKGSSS
PfG6PD inh: PfG6PD enzyme inhibitors, primary screen, biochemical, fluorescence intensity, uHTS. PfGluPho enzyme, NADPH resazurin-diaphorase fluorescence. inhibition, % at 20 µM. 350,000 tested, 0.78% active. AID 504690, 2011;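 active means inhibition reaching at least a set limit at 20 µM in the primary screen, cut at about 59% in these data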;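 further: 0% = DMSO wells with substrate and 100% = DMSO wells lacking glucose-6-phosphate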
SENP8 block-1: human SENP8 protease inhibitors, primary screen, biochemical, fluorescence, Nedd8 protein substrate, uHTS; inhibition, % at 20 µM; recombinant SENP8; AID 602440, 2012; 360,000 tested, 0.64% active; in the data active means inhibition mostly above about 40%, no sharp cut-off; inactive means mostly below about 27%
SENP1 FRET inh: human SENP1 catalytic domain inhibitors, primary screen, biochemical, FRET, uHTS; recombinant SENP1 catalytic domain, CyPet-SUMO1-YPet FRET cleavage; inhibition, % at 10 µM; 360,000 tested, 0.21% active; AID 624204, 2012;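 active means inhibition at least 30% at 10 µM, raw YFP signal under a set limit, fluorescence ratio 0.5 to 1.5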;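 further: 0% = enzyme with DMSO and 100% = no enzyme wells; some results filed as inactive read as strong as hits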
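Assay system – human recombinant His6-tagged SENP1 catalytic domain enzyme · Input – SENP1 enzyme, 20 pM final · Buffer or medium – Tris pH 8 buffer plus EDTA, NaCl, BME, BSA, NP40, catalase · Schedule – 50 min reaction at room temperature · Technique – FRET read of cyan and yellow fluorescence · Control set – no-enzyme wells low, DMSO-plus-enzyme wells high control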
SENP8 block-2: SENP8 protease inhibitors, primary screen, biochemical, luminescence; Sentrin-specific protease 8 (Homo sapiens), Q96LD8; purified SENP8, Z-RLRGG-aminoluciferin cleavage; inhibition, % at 10 µM; 330,000 tested, 1.2% active; AID 2540, 2010; in the data active means inhibition above about 50%
Apaf1 inhib: inhibitors of human Apaf-1 apoptosome, primary screen, biochemical, DEVD-Rh110 fluorescence, uHTS; Apoptotic protease-activating factor 1 (Homo sapiens), O14727; reconstituted apoptosome caspase-3 activity; inhibition, % at 20 µM; 330,000 tested, 0.71% active; AID 489030, 2010; active means inhibition of at least 40% at 20 µM;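 further: plate controls were DMSO wells for no effect and DEVD-CHO caspase inhibitor wells for full effect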
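Material: cell-free apoptosome with Apaf-1, procaspase-3 and caspase-9; Buffer or medium: Hepes pH 7.5 with detergent and BSA; Reagent: cytochrome c trigger plus (Z-DEVD)2-Rh110 caspase-3 substrate; Times: compound with Apaf-1, dATP, procaspase-3 30 min, then 50 min reaction, room temperature; Technique: Rh110 fluorescence intensity.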
SENP6 block: SENP6 protease inhibitors, primary screen, biochemical, luminescence, uHTS; Sentrin-specific protease 6 (Homo sapiens), Q9GZR1; Recombinant SENP6 catalytic domain, aminoluciferin luminescence; 330,000 tested, 1.8% active; inhibition, % at 10 µM;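 active means inhibition above about 50% at the single tested dose, limit read from the data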;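 further: plate controls were DMSO wells with enzyme for no effect and DMSO wells lacking enzyme for full effect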
Target sequence (Q9GZR1 628-1112 limits assumed): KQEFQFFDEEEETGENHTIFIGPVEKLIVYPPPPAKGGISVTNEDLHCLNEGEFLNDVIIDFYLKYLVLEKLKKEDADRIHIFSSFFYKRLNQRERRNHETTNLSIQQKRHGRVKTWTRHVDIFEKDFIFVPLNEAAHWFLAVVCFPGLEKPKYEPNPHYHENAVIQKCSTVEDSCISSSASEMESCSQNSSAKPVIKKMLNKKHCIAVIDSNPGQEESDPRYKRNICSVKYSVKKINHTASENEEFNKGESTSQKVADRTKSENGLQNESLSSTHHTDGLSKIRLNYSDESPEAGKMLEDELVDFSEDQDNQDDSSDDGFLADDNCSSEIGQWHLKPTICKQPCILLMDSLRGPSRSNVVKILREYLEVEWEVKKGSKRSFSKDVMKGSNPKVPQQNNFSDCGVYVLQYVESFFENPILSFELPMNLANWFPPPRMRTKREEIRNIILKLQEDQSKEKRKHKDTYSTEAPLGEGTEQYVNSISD
NALP3 yeast inh: NALP3 inflammasome inhibitors in reconstituted yeast, primary screen, luminescence, uHTS; Yeast reconstituted NLRP3/ASC/caspase-1, beta-gal luminescence, 24 h; inhibition, % at 10 µM; 330,000 tested, 0.39% active; AID 2825, 2010;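 active means inhibition of 50% or more; inactive means inhibition below 50%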;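 further: plate controls were induced DMSO wells for no effect and uninduced yeast grown without galactose for full effect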
HKDC1 inh: HKDC1 hexokinase inhibitors, primary screen, biochemical, fluorescence, uHTS; Q2TB90; recombinant HKDC1, G6PDH/diaphorase resazurin coupled fluorescence; inhibition, % at 20 µM; 340,000 tested, 0.16% active; AID 493160, 2011;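 active means inhibition above about 35% when tested at 20 µM, limit read from the data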;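 further: plate controls were DMSO wells with enzyme for no effect and DMSO wells lacking enzyme for full effect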
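Assay system: in-house recombinant HK5 (HKDC1) enzyme. Input: HKDC1 at 5 µg/mL. Medium: Tris pH 8.0 buffer with MgCl2, Tween-20, BSA, BME. Dosing: single 20 µM dose. Schedule: 90 min reaction incubation at room temperature, dark. Signal: resazurin-to-resorufin fluorescence via G6PDH and diaphorase coupling, 525/613 nm. Controls: DMSO-enzyme wells negative, buffer-substituted wells positive.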
* = called active by the depositor; x = not tested or not shown.

SMILES	SENP7 block	PfG6PD inh	SENP8 block-1	SENP1 FRET inh	SENP8 block-2	Apaf1 inhib	SENP6 block	NALP3 yeast inh	HKDC1 inh
NNC(=O)c1ccc(COc2ccc3ccccc3c2)o1	-10	-2	1	-2	-2	10	-3	25	11
Cn1cc(/C=C(\NC(=O)c2ccccc2)C(=O)NCCCN2CCOCC2)c2ccccc21	-10	9	1	0	-3	-6	3	16	3
CCCc1nc2cc3c(cc2[nH]1)n(C)c(=O)n3C	-4	35	15	-2	8	-5	-4	12	2
CC(NC(=O)Cn1cc(C(F)(F)F)ccc1=O)c1ccc(F)cc1 (stereo not given)	9	-5	-2	3	7	-2	22	4	-1
CC[C@H](C)[C@@H](C(=O)NCCCCCCCCCCC(=O)N1CCN(C(=O)OC(C)(C)C)CC1)n1cc(CCCCCNC(=O)OC(C)(C)C)nn1	8	7	8	1	3	6	3	16	-2
Cc1cccc(C)c1OCC(O)Cn1nnc2ccccc21 (stereo not given)	-5	3	24	0	-3	4	12	22	3
CCOc1ccc(S(=O)(=O)N2CCCCC2)cc1NC(=O)CN1C(=O)NC(C)(C2CC2)C1=O (stereo not given)	14	-3	6	2	-6	16	-4	10	4
C=C(C)CSc1nnc(-c2ccc(OC)c(OC)c2)n1N	5	-11	-10	2	-1	-7	1	9	-3
Cc1ccc(N2CC(C(=O)OCC(=O)c3ccc(F)cc3)CC2=O)cc1 (stereo not given)	-1	15	5	0	3	4	-6	14	-4
CCCCn1c(=N)c(S(=O)(=O)c2ccc(Br)cc2)cc2c(=O)n3cccc(C)c3nc21	-4	-2	-80	-27	-5	-2	11	8	-1
CCOC(=O)c1c(C)n(C)c2c(C)cc(O)c(OC(=O)CC)c12	4	0	12	0	-4	-7	-11	22	-1
O=C(Nc1ccc(OC(F)(F)F)cc1)NC1CCC(Oc2ccc(C(=O)O)cc2)CC1 (stereo not given)	2	-7	9	1	18	-6	6	6	1
COc1ccc(OC)c(NC(=O)CSc2nnc(NC(=O)c3ccco3)s2)c1	-15	-26	-29	3	-15	13	5	14	1
CCOC(=O)c1cn(CC)c2cc(F)c(F)cc2c1=O	-6	0	10	-1	-6	-2	-13	4	-8
CCOC(=O)c1nn(-c2ccc3c(c2)OCCO3)cc1O	28	3	-370	1	20	-29	2	1	0
CC(=O)N(C)c1ccc(NC(=O)C(F)(F)F)cc1	-1	-9	11	-3	-4	6	-37	14	0
CCn1c(COc2ccccc2)nnc1SCC(=O)NCc1ccco1	-4	-5	-2	1	-11	-5	-20	9	-4
CCN(CC)CCSc1nnc2c3cc(C)ccc3n(Cc3ccccc3)c2n1	-4	7	31	1	-7	12	-10	21	1
CCOC(=O)C1=C(N)Oc2cc(O)ccc2C1c1cccc([N+](=O)[O-])c1 (stereo not given)	-8	8	12	-26	-11	7	-9	1	5
CCC1(c2ccc(Cl)cc2)NC(=O)N(CC(=O)N2CCN(C(=O)c3ccco3)CC2)C1=O (stereo not given)	-12	2	6	1	-18	14	-22	12	-11
Cc1nnc(SCC(=O)N2CCOCC2)s1	1	0	17	0	-3	-4	-11	7	-10
CC(=O)c1ccc(NC(=O)c2ccc(N3CCCC3=O)cc2)cc1	-8	2	2	-2	0	2	-21	-4	2
O=C(O)C1=C[C@@H](c2csc3ccccc23)C[C@@H](OCc2ccc(CO)cc2)O1	-16	-22	4	2	-3	0	-9	16	5
COc1ccc(SC[C@H](Cc2ccccc2)N2CCN(CCc3ccccc3)CCC2=O)cc1	-4	1	11	-10	-1	35	-2	15	-1
O=C(CCS(=O)(=O)c1cccc2nonc12)NCCc1ccccc1Cl	2	1	15	2	0	16	-5	4	-3

Part of the list above, with two lines to a compound.
Sequence of screens – SENP7 block	PfG6PD inh	SENP8 block-1	SENP1 FRET inh	SENP8 block-2	Apaf1 inhib	SENP6 block	NALP3 yeast inh	HKDC1 inh
- CC(=O)N(C)c1ccc(NC(=O)C(F)(F)F)cc1
  -1	-9	11	-3	-4	6	-37	14	0
- CCn1c(COc2ccccc2)nnc1SCC(=O)NCc1ccco1
  -4	-5	-2	1	-11	-5	-20	9	-4
- Cc1ccc(N2CC(C(=O)OCC(=O)c3ccc(F)cc3)CC2=O)cc1 (stereo not given)
  -1	15	5	0	3	4	-6	14	-4

(continued)
SMILES	SENP7 block	PfG6PD inh	SENP8 block-1	SENP1 FRET inh	SENP8 block-2	Apaf1 inhib	SENP6 block	NALP3 yeast inh	HKDC1 inh
COC(=O)C1=C(C)C(c2cccs2)NC(=O)N1C (stereo not given)	-2	4	4	4	-12	-7	-6	-2	-10
COc1ccc(N2CCN(C(=O)[C@@H](NC(=O)c3cc(OC)cc(OC)c3)C(C)C)CC2)cc1	-1	-1	0	0	-1	8	9	-7	2
COc1cc(NC(=O)CSc2nc(C3CC3)nc3ccccc23)cc(OC)c1	-3	-8	6	0	14	5	4	17	2
O=C(CSc1nc2ccccc2n1CC(=O)N1CCCC1)N1CCN(C(=O)c2ccco2)CC1	7	-10	7	-1	6	-4	-40	1	0
CN(/N=C/C=C/c1ccccc1)C1=NS(=O)(=O)c2ccccc21	x	24	-352	-2	x	x	x	x	-4
O=C1c2cc(Cl)ccc2OC2(CCNCC2)C12CC(c1ccc(Cl)cc1)=NO2 (stereo not given)	-5	-10	15	-1	-5	20	-4	17	2
CC1C(=O)O[C@@H]2C[C@@H](C)[C@@H]3CCC(=O)[C@@]3(C)[C@@H](O)[C@H]12 (stereo not given in full)	-2	0	8	2	5	-1	1	1	-7
O=S(=O)(Nc1nc2ccccc2nc1NCc1ccco1)c1cccs1	1	-18	-434	-63	3	7	-9	-3	2
Cc1ccc(C)c(NC(=O)CN(C)C(=O)C2=NNC(=O)CC2)c1	-3	-8	-2	3	-6	-3	-15	15	-1
CC(=O)Oc1ccc(-c2cccc(C(=O)NCCO)c2)cc1	-2	5	14	0	-6	5	-3	19	6
Cc1ccc2c(c1)N(CC(=O)NC1CCCCC1)C(=O)c1cccnc1O2	-3	-3	9	1	-13	-2	-13	4	2
Cc1ccc(/C(O)=C2/C(=O)C(=O)N(Cc3cccnc3)C2c2ccccn2)cc1 (stereo not given)	-5	-1	18	1	-11	12	-6	2	0
COC(=O)c1sccc1NC(=O)c1cccc(OC)c1	-11	6	17	3	-9	7	-4	38	3
CN1CCN(c2ccc(CNS(=O)(=O)c3cccc(F)c3)cc2)CC1	-7	9	8	2	-4	-10	-17	15	-3
CC1CCC2(CC1)NC(=O)N(CC(=O)N1CC(C)CC(C)C1)C2=O (stereo not given)	-2	0	12	-1	1	-9	-22	9	-7
O=C(NNC(=O)c1ccncc1)NC1CCCCC1	6	-15	17	2	-4	-14	-6	18	-7
CC1(C)C2CCC1(CS(=O)(=O)N1CCC(C(=O)O)CC1)C(=O)C2 (stereo not given)	-8	4	14	1	-2	-14	-3	-16	-6
O=C(c1cccs1)N1CCN(C(=O)c2cn(-c3ccccc3)nc2-c2ccccc2)CC1	-5	8	4	0	-12	28	11	12	-6
COc1cccc(C(=O)Oc2cc(N)n(S(=O)(=O)c3ccc(C)cc3)n2)c1OC	0	7	14	8	5	-17	-4	19	7
Cc1nc(-c2cccc(NC(=O)c3ccc(-n4cccn4)cc3)c2)cs1	-3	17	2	-4	-4	1	-15	24	7
C=CCNC(=O)c1c(O)c2cccc3c2n(c1=O)CCC3	-4	-2	-78	-1	7	7	-47	18	-9
CC/C=C/C(=O)N1CC2(CC(c3cccc(NC(=O)COc4ccc(Cl)cc4)c3)=NO2)C[C@H]1C(N)=O (stereo not given in full)	5	-8	-5	-3	-9	13	-23	8	2
Cc1ccccc1C(=O)Nc1cccc(-c2nnc(SCC(=O)O)n2C)c1	3	0	13	2	-3	-7	-12	12	-1
O=C(O)c1ccccc1-c1nc2ccccc2c(=O)n1O	-2	-26	-4	1	5	2	-6	6	0
COc1ccc(CN(C(=O)CN2C(=O)c3ccccc3S2(=O)=O)C(C(=O)NCC2CCCO2)c2ccco2)cc1 (stereo not given)	-4	-14	6	0	-6	5	-15	9	-6
CCOC(=O)c1ccc(N=c2scc(C)n2CC)cc1	-5	14	-60	2	-17	2	-15	21	5
Cc1cc(NC(=O)CN2C(=O)NC(C)(c3ccc(Cl)cc3Cl)C2=O)no1 (stereo not given)	-7	-6	-8	2	-16	17	-15	0	0

Only SENP8 block-1 and SENP1 FRET inh, for some of the entries so far:
| smiles | SENP8 block-1 | SENP1 FRET inh |
| --- | --- | --- |
| Cc1ccccc1C(=O)Nc1cccc(-c2nnc(SCC(=O)O)n2C)c1 | 13 | 2 |
| O=C(O)c1ccccc1-c1nc2ccccc2c(=O)n1O | -4 | 1 |

3 of the entries above in order of their number in SENP6 block, smallest number first:
mol,SENP6 block
COC(=O)C1=C(C)C(c2cccs2)NC(=O)N1C (stereo not given),-6
COc1cccc(C(=O)Oc2cc(N)n(S(=O)(=O)c3ccc(C)cc3)n2)c1OC,-4
O=C(c1cccs1)N1CCN(C(=O)c2cn(-c3ccccc3)nc2-c2ccccc2)CC1,11

Source: PubChem (Sanford-Burnham Center for Chemical Genomics)
